High-throughput results from PubChem BioAssay.
Lipid droplet – inhibitors of hepatocyte lipid droplet formation, primary screen, imaging, high-throughput imaging, BODIPY stain. AML12 mouse hepatocytes, oleate lipid droplets. inhibition, % at 6.5 µM. 0.4% of 240,000 active. AID 1656, 2009;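 active = lipid droplet intensity inhibited by at least 50%, with more than 500 cells counted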
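Assay system: AML12 hepatocytes (mouse) / Also added: 100 µM oleic acid challenge / Times: overnight treatment with compound plus oleate / Detection: high-content imaging of BODIPY-stained droplets and DAPI nuclei / Evaluation: % inhibition of lipid droplet signal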
Lipid droplet cells 6.5 µM – recorded beside Lipid droplet, whose call it bears; cell count; measured here: cell count, cytotoxicity flag;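 cells counted across two imaged fields per well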
Numbers without * were called inactive. This is a subset, so the mix of outcomes need not match the whole.

Results follow in this order: Lipid droplet	Lipid droplet cells 6.5 µM
1: Cc1ccc2cc(C)c(N3CCN(c4ccc(F)cc4)CC3)nc2c1
 : 15	820
2: COc1ccc(C(=O)N2CCCCC2C(=O)Nc2ccc(-n3nc(C)cc3C)cc2)o1 (stereo not given)
 : -12	694
3: Cc1ccc(N2CCN(C(=S)Nc3ccccc3C)CC2)cc1
 : 10	761
4: CCOc1ccccc1N(C)C(=O)CCS(=O)(=O)c1ccc2c(c1)NC(=O)C(C)S2 (stereo not given)
 : -18	662
5: Cc1cccc(C(=O)NC2CCN(S(=O)(=O)c3ccccc3F)CC2)c1
 : -4	829
6: CSc1n[nH]c(N)c1S(=O)(=O)c1ccc(Cl)cc1
 : -5	812
7: CC(NC(=O)c1cc(S(=O)(=O)N2CCCC2)cn1C)c1ccccc1 (stereo not given)
 : -9	724
8: COc1ccc(C(=O)N/N=C(\C)c2ccc(NC(=O)Cc3ccccc3)cc2)c(OC)c1
 : 10	697
9: COc1ccc(Cl)cc1S(=O)(=O)N1CCC(C(=O)NC2CC2)CC1
 : 13	701
10: Cc1ccccc1CNS(=O)(=O)c1c(C)[nH]c(C)c1C(=O)N1CCCCC1
 : 0	722
11: CC(=O)c1ccc(NC(=O)C2CCCN(S(=O)(=O)c3ccc(-n4cnnn4)cc3)C2)cc1 (stereo not given)
 : 32	717
12: CS(=O)(=O)N1CCC(Oc2cccc(C(=O)NCCCOc3cccnc3)c2)CC1
 : 1	657
13: O/C(=C\c1nc2ccccc2[nH]1)c1cccs1
 : -29	749
14: O=C1[C@@H]2Cc3c([nH]c4ccccc34)C(c3ccccc3)N2C(=O)CN1C1CCN(Cc2ccccc2)CC1 (stereo not given in full)
 : 28	411
15: S=C(NCCN1CCOCC1)N/N=C/c1cccs1
 : -1	862

Grouped by structure: the compounds so far containing fluorine.
Results follow in this order: Lipid droplet	Lipid droplet cells 6.5 µM
1: Cc1ccc2cc(C)c(N3CCN(c4ccc(F)cc4)CC3)nc2c1
 : 15	820
5: Cc1cccc(C(=O)NC2CCN(S(=O)(=O)c3ccccc3F)CC2)c1
 : -4	829

Following part:
Results follow in this order: Lipid droplet	Lipid droplet cells 6.5 µM
16: Cc1ccc(C2=NN(CCC(=O)NCCCN3CCOCC3)C(=O)CC2)cc1
 : -8	702
17: O=C1CSC(=S)N1c1ccc(O)cc1
 : -2	835
18: Cc1oc(-c2ccccc2Cl)nc1CS(=O)CC(=O)NCCCN1CC(C)CC(C)C1 (stereo not given)
 : -23	655
19: CCc1ccc(NC(=O)Nc2cnccn2)cc1
 : 5	853
20: O=C(COC(=O)[C@@H]1CCCN1S(=O)(=O)c1ccc(Cl)cc1)NC1CC1
 : -6	669
21: CN(C)c1ccc(/C=N/NC(=O)CNC(=O)c2ccncc2)cc1
 : 1	819
22: CC(=O)c1ccc(OC(=O)COc2ccccc2)cc1
 : -7	800
23: CCN(CC)C(=O)Cn1cc(S(=O)(=O)CC(=O)Nc2ccc(F)cc2)c2ccccc21
 : -6	707
24: COc1cccc(-c2c(C(=O)N/N=C(\C)c3ccc(Cl)s3)nnn2-c2nonc2N)c1
 : 0	724
25: C[C@H]1CN=C(Nc2ccccc2)N1CCCC1CCCC1
 : -6	786
26: O=C(/C=C/c1ccco1)N(Cc1cccc(F)c1)C1CCS(=O)(=O)C1 (stereo not given)
 : 14	672
27: COc1ccc(OCC(=O)N2CCC(Cc3ccccc3)CC2)cc1
 : -9	803
28: CCOc1ccccc1NC(=O)NCCc1c[nH]c2ccccc12
 : -16	709
29: Cc1nn(Cc2c(F)c(F)c(F)c(F)c2F)c(C)c1NC(=O)c1nn(C)c(C)c1Br
 : -8	848
30: CC(c1ccccc1)N1CC(C(=O)Nc2nccs2)CC1=O (stereo not given)
 : 0	803
31: CC1(c2ccc(Cl)cc2)NC(=O)N(CC(=O)Nc2ccc(F)cc2)C1=O (stereo not given)
 : 10	750
32: O=C(Nc1ccc(S(=O)(=O)Nc2ncccn2)cc1)c1ccc(Cl)c([N+](=O)[O-])c1
 : -13	772
33: O=C(NCc1ccccn1)Nc1ccc(F)c(Cl)c1
 : 1	847
34: COc1ccc2cc(C(C)C(=O)NC3CCC(O)CC3)ccc2c1 (stereo not given)
 : 8	849
35: Cc1cccc(OCCSc2nc3ccccc3n2CCC(=O)O)c1
 : -1	788
36: CC(C(=O)Nc1ccc(Cl)cc1)N1C(=O)NC2(CCCC2)C1=O (stereo not given)
 : 12	838
37: CCC1CCc2sc(C(=O)N3CCCN(C)CC3)cc2C1 (stereo not given)
 : -10	807
38: CCC(=O)N1CCc2cc(S(=O)(=O)N3CCN(c4cc(C)ccc4C)CC3)ccc21
 : -18	715
39: N#Cc1cccc(CS(=O)(=O)c2ccc(Cl)cc2)c1
 : -10	805
40: O=C(CCC1CCCC1)NNC(=O)c1cccc(Cl)c1
 : 6	853
41: COc1ccc(Nc2cc(C)nc3ccc(OC)cc23)cc1
 : -18	855
42: Cc1ccc(-n2nc3c(N4CCC(C(=O)NCCc5ccccc5C)CC4)nnc(C)c3c2C)cc1
 : -9	754
43: Cc1ccc(S(=O)(=O)Nc2cc(C)cn(Cc3ccc(F)cc3)c2=O)cc1
 : -1	784
44: CCOc1cc(/C=C2\C(=O)ON=C2c2ccccc2)cc(Br)c1O
 : -4	398
45: COc1cccc(CN(C)C(=O)c2ccc3c(=O)n4c(nc3c2)CCC4)c1OC
 : -2	690
46: CCOc1ccc(C(=O)NCC(=O)N2CCCC2)cc1
 : -4	757
47: Cc1oc(-c2ccccc2Cl)nc1CS(=O)(=O)CC(=O)NCCc1ccccc1
 : -12	748
48: COc1ccc(CCNC(=O)CS(=O)Cc2nc(-c3ccc(C)cc3)oc2C)cc1OC (stereo not given)
 : -5	731
49: O=C(CNC(=O)c1ccccc1Cl)c1ccccc1
 : -1	792
50: COCc1ccc(CN2CCC(n3nccc3NC(=O)C(OC)c3ccccc3)CC2)o1 (stereo not given)
 : 12	823
51: CSc1ccccc1OCc1cc(C(=O)N2CCN(C3CCCC3)C(=O)C2)no1
 : -42	666
52: Cc1c(C(=O)N2CCN(C)CC2)oc2ccc(Br)cc12
 : -1	845
53: COc1ccc(OC)c(NC(=O)c2ccc3c(c2)CCN3S(C)(=O)=O)c1
 : -20	818
54: O=C(CSc1nnc(-c2cccnc2)o1)Nc1cccc(Cl)c1
 : -3	803
55: O=C(Nc1cccnc1)c1ccc(Cl)c(Cl)c1
 : 0	795
56: N#Cc1ccc(C2N=C(c3ccccc3)NO2)cc1 (stereo not given)
 : 1	816
57: Cc1ccc(C)c(Cn2nnc3c(=O)[nH]c(C4CCN(S(=O)(=O)c5ccc(S(=O)(=O)NC6CC6)cc5)CC4)nc32)c1
 : 11	816
58: Cc1ccccc1C(=O)NC(=S)Nc1ccc(N2CCN(C(=O)c3ccccc3)CC2)cc1
 : 7	816
59: Cc1ccc(NC(=O)c2cc(-c3ccccc3O)n[nH]2)cc1C
 : 32	660
60: CC1CCN(C(=O)CN2C(=O)C(C)(C)Oc3ccc(C(=O)NC(C)C)cc32)CC1
 : -6	846
61: O=C(CN1CCN(c2cccc(Cl)c2)CC1)Nc1ccc(S(=O)(=O)N2CCOCC2)cc1
 : 30	863
62: CCc1nc(Nc2ccccc2F)c2oc3ccccc3c2n1
 : -1	740
63: COc1cccc(/C=N/NC(=O)N/N=C/c2cccc(OC)c2O)c1O
 : 0	800
64: O=C(CN1CCN(S(=O)(=O)c2ccc(Br)cc2)CC1)N/N=C/c1ccccc1C(=O)O
 : -4	758
65: O=C(Nc1cccc(F)c1)C1CCCN(S(=O)(=O)c2ccc(-n3cnnn3)cc2)C1 (stereo not given)
 : 0	819
66: O=C(Nc1ccccc1C(=O)O)c1cc(S(=O)(=O)NCc2ccccc2)ccc1Cl
 : -1	763
67: CC(Oc1ccc(F)cc1F)C(=O)NNC(=S)NCC1CCCO1 (stereo not given)
 : -5	670
68: CN1C(=O)c2ccc(NC(=O)c3c(C(=O)O)cccc3[N+](=O)[O-])cc2C1=O
 : 6	800
69: COc1ccc(CNC(=O)CC23CC4CC(CC(C4)C2)C3)cc1
 : 34	742
70: CCCc1cc(=O)oc2cc(C)cc(OCC(=O)NCCCN3CCOCC3)c12
 : -2	725
71: O=C1CCC(C(=O)N2CCN(c3cnccn3)CC2)CN1CCc1cccc(F)c1 (stereo not given)
 : -6	784
72: COCCN(C(=O)COC(=O)CCC(=O)c1ccc(C)cc1)c1c(N)n(Cc2ccccc2)c(=O)[nH]c1=O
 : -7	796
73: CC(=O)c1ccc(OC(=O)CCc2ccccc2)cc1
 : -8	740
74: Cc1cccc(NC(=O)COC(=O)c2cccs2)c1C
 : 8	667
75: CCc1ccc2[nH]c(C)c(CN3CCCCCC3)c(=O)c2c1
 : -4	845

Continued:
Results follow in this order: Lipid droplet	Lipid droplet cells 6.5 µM
76: CC(C)c1ccc(NC(=O)C2CC(=O)N(C3CCCC3)C2)cc1 (stereo not given)
 : 19	783
77: NC(=O)COc1ccccc1C(=O)NC12CC3CC(CC(C3)C1)C2
 : -2	803
78: Cc1ccc(C23CC4CC(CC(C(N)=O)(C4)C2)C3)cc1
 : 3	828
79: CNS(=O)(=O)c1cc(NC(=O)CCNC(=O)c2ccco2)ccc1C
 : -18	779
80: CC(C)CC(NC(=O)C1CCC(=O)N1)C(=O)NC(CC(C)C)C(=O)N1CCCC1C(N)=O (stereo not given)
 : -2	819
81: Cc1ccc(Cl)c2sc(NC(=O)C3CC3)nc12
 : -12	759
82: O=C(Nc1ccc2c(c1)OCCO2)C1CC(c2ccccc2Cl)=NO1 (stereo not given)
 : -15	872
83: Cc1ccc(-c2c(C)sc3nc[nH]c(=O)c23)cc1C
 : -5	846
84: CCN(CC)CCCNC(=S)N1CCN(c2nc(-c3ccccc3)cs2)CC1
 : 4	763
85: CC(=O)c1ccccc1Oc1cc(NN2CCCCC2)c([N+](=O)[O-])cc1[N+](=O)[O-]
 : -16	714
86: CN(C(=O)C(C)(C)C)c1ccc(OCC(=O)N2CCc3ccccc3C2)cc1
 : -31	744
87: COc1cccc(NC(=S)N(CCC(C)C)C(C)c2ccncc2)c1 (stereo not given)
 : 7	729
88: O=C(Nc1c(C(=O)N2CCOCC2)cnn1-c1ccccc1)c1ccccc1F
 : -12	790
89: Cc1cc(CSc2ccccc2C(=O)O)on1
 : -8	780
90: O=C(O)C1(c2ccccc2)CCN(S(=O)(=O)c2ccc(Cl)cc2)CC1
 : 10	765

A draw from above in order of number of heavy atoms, low to high.
Results follow in this order: Lipid droplet	Lipid droplet cells 6.5 µM
19: CCc1ccc(NC(=O)Nc2cnccn2)cc1
 : 5	853
56: N#Cc1ccc(C2N=C(c3ccccc3)NO2)cc1 (stereo not given)
 : 1	816
40: O=C(CCC1CCCC1)NNC(=O)c1cccc(Cl)c1
 : 6	853
41: COc1ccc(Nc2cc(C)nc3ccc(OC)cc23)cc1
 : -18	855
1: Cc1ccc2cc(C)c(N3CCN(c4ccc(F)cc4)CC3)nc2c1
 : 15	820
14: O=C1[C@@H]2Cc3c([nH]c4ccccc34)C(c3ccccc3)N2C(=O)CN1C1CCN(Cc2ccccc2)CC1 (stereo not given in full)
 : 28	411

More results:
Results follow in this order: Lipid droplet	Lipid droplet cells 6.5 µM
91: Cc1cc(C)c2c(n1)SCC(=O)N2CC(=O)Nc1cc(F)ccc1F
 : 9	732
92: Cc1ccc(-c2cn(-c3ccccc3F)c(=S)[nH]2)cc1
 : 2	842
93: O=C(NC(=S)Nc1ncc(Br)cc1Br)c1ccccc1
 : 16	731
94: O=C(Cc1ccc(NC2=NC3CS(=O)(=O)CC3S2)cc1)NCc1ccccc1Cl (stereo not given)
 : -7	749
95: CC(Oc1ccc2ccc(=O)oc2c1)C(=O)NCCCn1ccnc1 (stereo not given)
 : -6	709
96: CCc1c2ccccc2nn1-c1ccccc1C(=O)C(C)=O
 : -4	832
97: Cc1cccc2c1-c1sc(C(=O)N3CCCCC3)cc1CO2
 : 14	838
98: O=C(Nc1c2c(nn1-c1ccc(F)cc1)CS(=O)(=O)C2)c1ccc(Br)o1
 : 2	751
99: CC(=O)c1cccc(N=Cc2c(O)c3ccccc3oc2=O)c1
 : 0	786
100: COCCCC1CCN(C(=O)C2CCC(=O)N(Cc3ccccc3F)C2)CC1 (stereo not given)
 : -8	629
101: CSc1nnc(NC(=O)c2ccco2)s1
 : -5	797
102: Cc1nn(CC(=O)N(C)Cc2ccccc2)c(=O)c2cccn12
 : -4	757
103: Cc1ccc(CCNC(=O)C2CCN(S(=O)(=O)c3ccc4c(c3)NC(=O)CO4)CC2)cc1
 : 0	640
104: NC(=O)c1nsc(C(=O)N(c2ccccc2)C(C(=O)NCc2ccc(F)cc2)c2ccc(O)cc2)c1N (stereo not given)
 : 1	809
105: Cc1ccc(C(=O)N2CCCCC2)cc1S(=O)(=O)N1CCCC1
 : 20	833
106: O=C(Nc1ccccc1O)c1ccc(C(=O)c2ccccc2)o1
 : -2	786
107: COC(=O)Cc1c(C)c2ccc(OCC(=O)c3ccc(OC)c(OC)c3)cc2oc1=O
 : -4	837
108: O=C(CNC(=O)c1[nH]cnc1C(=O)NC(c1ccccc1)c1ccccc1)OCc1ccccc1
 : -3	835
109: C[C@H](NC(=O)[C@@H]1Cc2ccccc2CN1)C(=O)NC1CCCCC1
 : -13	674
110: Cc1ccc(C(C)C)c(OCCNCCc2ccccc2)c1
 : -2	776
111: CC(=O)c1cccc(NC(=O)c2cnn(-c3ccccc3)c2C)c1
 : 6	906
112: CCN(CC)S(=O)(=O)c1ccc2oc(Nc3ccc(OC)cc3OC)nc2c1
 : -6	694
113: COC(=O)[C@@H](NC(=O)c1ccccc1OC1CCN(S(C)(=O)=O)CC1)C(C)C
 : 0	822
114: Cc1ccc(S(=O)(=O)NC(CC(C)C)C(=O)N2CCCC2)cc1 (stereo not given)
 : -11	895
